Screens deposited in PubChem BioAssay by several laboratories.
AddAB inh: less growth of phage-infected E. coli with AddAB. E. coli expressing H. pylori AddAB, absorbance growth. inhibition, % at 11.9 µM. 330,000 compounds, 0.29% hits. AID 435030; in the data active means inhibition above about 12%;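 further: 0% = vehicle wells of infected cells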
HTR5A inv ag: counter-screen for OPRM1-OPRD1 inverse agonists: human HTR5A inverse agonism | P47898 | HTR5A cell line, luminescence | inhibition, % at 9.3 µM | 340,000 compounds, 0.083% hits | AID 504634; in the data active means inhibition mostly above about 23%, no sharp cut-off; inactive means mostly below about 18%;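 further: 0% = cells with DMSO and 100% = no-cell wells with DMSO; some compounds called inactive have numbers as strong as hits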
Ecoli viability: bacterial growth inhibition, counter-screen for AddAB inhibitors | E. coli V3065 growth, OD600 absorbance, 18 h | inhibition, % at 11.9 µM | 330,000 compounds, 0.27% hits | AID 449728;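 active means inhibition above the campaign's mean inhibition across all tested compounds plus 3 SD, cut at about 9.9% in these data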;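 further: uninfected addAB+ strain grown without phage in ampicillin broth; 0% = DMSO wells and 100% = ciprofloxacin 0.95 µg/ml wells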
PfHsp90 set2: reduces growth (ATP signal) of yeast expressing P. falciparum Hsp90. AID 504621. inhibition, % at 9.4 µM. S. cerevisiae expressing PfHsp90, BacTiter-Glo ATP, 48 h; yeast lacking PDR1 and PDR3 efflux regulators. 310,000 compounds, 0.32% hits;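 active means every replicate shows inhibition above about 80%, whatever the replicate mean, limit read from the data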;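 further: 0% = DMSO neutral controls and 100% = 20 µM radicicol positive controls; yeast relying on Plasmodium falciparum Hsp90 in place of its own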
phage Ecoli inh: E. coli growth loss with phage present; growth absorbance; inhibition, % at 11.9 µM; 360,000 compounds, 0.26% hits; AID 651602; in the data active means inhibition above about 11%
MOR-DOR ag: OPRM1-OPRD1 heterodimerization agonism. 340,000 compounds, 0.3% hits. AID 504326. activation, % at 9.3 µM. cells, luminescence. P35372+P41143; in the data active means activation above about 18%;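 further: 0% = vehicle-treated cells and 100% = reference agonist; values of inactives mirror those of a sister screen read the other way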
OPRM1-OPRD1 inv: inverse agonists of human mu-delta opioid receptor heterodimerization. cell-based MOR-DOR heterodimer luminescence, inverse agonism. inhibition, % at 9.3 µM. 340,000 compounds, 0.21% hits. AID 504357; in the data active means inhibition above about 22%, passing the limit was not always enough;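 further: 0% = cells with DMSO and 100% = wells without cells with DMSO; values of inactives mirror those of a sister screen read the other way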
DSG3 Ab inh: inhibitors of pemphigus antibody binding to human desmoglein-3. P32926. DSG3-coupled beads, scFv-anti-DSG3-GFP binding, flow cytometry; hits give low values. binding (percent of control), % at 10 µM. 310,000 compounds, 0.48% hits;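 active means binding more than 3 SD below its plate's average and above zero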;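 further: hits lower antibody fragment binding to DSG3; some compounds called inactive have numbers as strong as hits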
Target sequence (P32926 whole entry, looked up, the tested form may be a part): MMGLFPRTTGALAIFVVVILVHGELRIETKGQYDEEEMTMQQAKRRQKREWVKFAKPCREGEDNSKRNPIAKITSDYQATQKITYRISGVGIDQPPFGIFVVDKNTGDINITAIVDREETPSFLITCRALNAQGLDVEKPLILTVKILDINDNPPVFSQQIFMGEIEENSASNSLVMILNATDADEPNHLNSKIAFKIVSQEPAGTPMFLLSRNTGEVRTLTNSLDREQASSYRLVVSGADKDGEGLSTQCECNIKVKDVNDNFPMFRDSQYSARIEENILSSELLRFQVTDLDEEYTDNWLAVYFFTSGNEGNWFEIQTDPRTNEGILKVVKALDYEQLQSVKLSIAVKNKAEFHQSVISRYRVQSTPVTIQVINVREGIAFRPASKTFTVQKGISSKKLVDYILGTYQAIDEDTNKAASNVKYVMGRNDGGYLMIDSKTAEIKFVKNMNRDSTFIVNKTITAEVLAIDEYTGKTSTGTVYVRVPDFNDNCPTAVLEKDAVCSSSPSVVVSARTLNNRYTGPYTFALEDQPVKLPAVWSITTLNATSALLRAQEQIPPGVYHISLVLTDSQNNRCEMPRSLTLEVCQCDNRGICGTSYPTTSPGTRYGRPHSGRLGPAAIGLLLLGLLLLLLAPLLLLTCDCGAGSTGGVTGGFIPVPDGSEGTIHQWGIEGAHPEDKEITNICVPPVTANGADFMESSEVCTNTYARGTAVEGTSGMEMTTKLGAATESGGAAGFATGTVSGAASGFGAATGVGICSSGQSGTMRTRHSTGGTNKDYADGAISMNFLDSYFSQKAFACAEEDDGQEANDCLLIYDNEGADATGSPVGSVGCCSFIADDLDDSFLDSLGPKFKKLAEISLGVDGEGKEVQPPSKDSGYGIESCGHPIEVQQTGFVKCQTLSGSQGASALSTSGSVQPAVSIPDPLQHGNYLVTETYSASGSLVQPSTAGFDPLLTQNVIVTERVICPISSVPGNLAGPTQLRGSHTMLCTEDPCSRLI
SUMO Mot1 rescue: inhibitors of SUMOylation pathway: yeast Mot1-301 growth rescue. S. cerevisiae Mot1-301 growth rescue, ATP luminescence, 38.5C; percent above DMSO median, 100 means doubled. growth rescue, % at 18.8 µM. 320,000 compounds, 1% hits. AID 2716;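 active means every valid replicate shows activation above 250% relative to neutral control wells; inactive means the rest, any valid replicate at or below 250%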;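 further: OY570 slx delta 5 strain wells were the positive control but not used for scaling; some compounds called inactive have numbers as strong as hits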
HTR5A ag ctr: HTR5A agonism, opioid heterodimer counter-screen | P47898 | HTR5A agonist assay, luminescence, cell-based | activation, % at 9.3 µM | 340,000 compounds, 0.61% hits | AID 504692; in the data active means activation mostly above about 9.5%, no sharp cut-off; inactive means mostly below about 7.6%;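 further: 0% = cells with vehicle only and 100% = reference agonist; strong numbers were not always called active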
PKA-R1A activ: PKA-R1A complex activation; P00514+P68181; PKA-R1A dissociation, Cy5-IP20 fluorescence polarization; scaled: DMSO 0%, 113 µM cGMP 100%; activation, % at 11.4 µM; 340,000 compounds, 0.083% hits;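 active means percent activation above the mean of all tested compounds plus 3 SD, cut at about 19% in these data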;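 further: higher means more PKAc released from R1A so a rise in polarization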
Active calls of the source: *; x = not tested or not shown.

SMILES	AddAB inh	HTR5A inv ag	Ecoli viability	PfHsp90 set2	phage Ecoli inh	MOR-DOR ag	OPRM1-OPRD1 inv	DSG3 Ab inh	SUMO Mot1 rescue	HTR5A ag ctr	PKA-R1A activ
CC(C)(C)c1ccc(OCCOCCn2cnc3ccccc3c2=O)cc1	3.2	3.1	1.4	5.6	1.8	2.1	-10.9	102.5	-15.2	6.2	5.7
CCNc1nc(NCC)n2c(SCC(=O)N3CC4(C)CC3CC(C)(C)C4)nnc2n1 (centres undefined)	-1.2	5.3	-2.7	10.2	4.6	-1.4	7.3	98.0	-21.1	-2.1	-4.5
Cc1onc(-c2ccccc2)c1C(=O)N/N=C/c1cc2c(cc1Br)OCO2	4.0	-3.4	0.9	-10.0	3.4	0.2	-1.1	103.2	16.6	1.3	-7.2
O=Cc1ccc(OCCN2CCCC2=O)cc1	1.2	-26.1	1.2	28.8	-1.1	0.5	-2.3	110.4	15.2	-3.8	5.6
COc1ccc(CC(=O)NCC2(N3CCCCC3)CCCCC2)cc1	2.9	-14.5	-0.8	-12.1	3.3	-1.9	9.6	98.3	42.3	-1.8	1.0
O=C(NCC1CCCO1)C1CCN(C2CCN(CCCC3CCCC3)CC2)CC1 (centres undefined)	0.2	13.3	0.3	-5.9	2.3	5.0	-35.7	161.8	34.7	7.9	10.2
O=C(COc1ccc(Cl)cc1)NCCSCc1cccc(Cl)c1	2.4	10.9	0.7	10.6	3.8	-1.2	6.7	115.8	233.2	1.4	-11.1
O=C(Nc1ccc(F)cc1)c1ccccc1NC(=O)C1CCCCC1C(=O)O (centres undefined)	x	-9.0	x	13.1	1.5	-2.1	10.0	202.1	x	2.4	-0.2
Cc1nc(NC(=O)/C=C/c2ccccc2)sc1C(=O)Nc1cccc(Cl)c1	3.2	-5.9	-0.4	-1.1	2.0	6.1	-32.0	104.4	3.5	1.7	10.5
Cc1cc(OCC(=O)Nc2ccc(N3CCCC3)cc2)cc(C)c1Cl	5.8	3.8	-2.6	-10.0	0.1	-2.0	10.2	96.4	-7.4	-1.5	-6.9
CC1=CC(C)(C)NC(=S)N1c1cccc(Cl)c1	x	-14.0	x	9.1	1.5	-2.0	8.9	100.2	x	3.7	7.9
NC(=O)Nc1ccc(C(=O)N2CCN(S(=O)(=O)Cc3ccccc3)CC2)cc1	0.4	18.5	2.3	19.4	7.4	-0.9	3.6	x	0.0	-6.7	10.1
CC(C)C(C)NC(=O)COc1ccc(S(=O)(=O)N2CCOCC2)cc1Cl (centres undefined)	2.5	-10.9	0.2	-17.7	2.0	-0.8	3.9	107.0	15.9	0.7	1.4
C/C(CC(=O)Nc1ccc(N(C)C)cc1)=N\NC(=O)c1cnccn1	3.9	17.7	-0.5	-3.0	3.8	-8.6	38.6*	96.5	3.9	1.8	-8.6
COc1ccc(CCC(=O)Nc2nc(C)c(C(=O)N(C)C)s2)cc1	-1.9	-10.1	-1.2	0.1	2.4	5.6	-29.9	103.0	-5.2	-1.7	7.2
O=C(CN1C(=O)NC2(CCCC2)C1=O)Nc1ccc(Cl)cc1C(F)(F)F	2.2	0.6	0.9	4.0	0.5	-2.3	12.2	104.0	106.0	6.3	1.2
O=C(O)c1ccccc1CSc1nnnn1-c1ccccc1	1.6	0.7	-1.2	-11.5	0.0	-3.2	14.6	97.9	-10.8	-0.2	-4.3
COc1ccc(NCc2nnc(SCC(=O)NCc3ccco3)n2-c2ccccc2OC)cc1	1.2	-27.7	0.2	-55.4	2.6	-0.1	0.3	102.1	-9.6	-1.5	4.5
Cc1cc(NC(=O)CSc2nccn2-c2ccc([N+](=O)[O-])cc2)no1	1.3	-4.4	0.6	-7.0	3.5	0.3	-1.5	83.6	x	-2.0	1.6
CCCCn1c(SCC(=O)NCc2ccco2)nc2cc(S(N)(=O)=O)ccc21	1.1	-13.3	-0.6	-14.3	-0.2	-1.1	4.4	111.7	9.6	3.4	5.0
C[C@H](CO)N1C[C@H](C)[C@@H](CN(C)Cc2ccc(C(=O)O)cc2)Oc2ccc(NS(=O)(=O)c3cn(C)cn3)cc2C1=O	1.2	-2.3	1.2	8.5	0.8	-0.3	1.9	105.6	-20.3	2.4	0.9
O=C(Nc1ccc(N2CCCCC2)cc1)C(Cl)c1ccccc1 (centres undefined)	4.3	13.5	-0.9	12.2	4.5	-1.8	8.8	102.7	-16.2	11.9	4.1
COC(=O)c1cn(Cc2ccc(C(F)(F)F)cc2)cc(F)c1=O	1.5	-17.5	2.0	10.8	0.1	-2.0	10.1	104.4	-5.6	-0.6	-1.1
C#CCCCCCCC#CCN(C)C	1.7	-6.0	-0.9	9.7	-0.9	1.0	-5.2	97.2	0.6	1.6	-7.4
CC1Cc2ccccc2N1C(=O)COC(=O)CNC(=O)c1ccc(Br)o1 (centres undefined)	0.8	-21.3	-0.9	2.7	3.3	-1.9	10.4	96.8	17.4	1.3	0.8
CC(=O)Nc1ccc2nsnc2c1	0.2	x	1.5	x	2.2	x	x	101.7	469.5	x	x
Cc1nnc(NC(=O)CSc2ncnc3scc(-c4ccccc4)c23)s1	-0.9	-11.9	0.1	x	-0.6	-0.8	3.9	106.9	-0.5	5.0	-1.6
O=S(=O)(NCCc1csc(-c2cccnc2)n1)c1cccs1	0.8	-2.4	-0.1	-11.7	2.7	-2.4	13.0	92.8	-5.5	0.5	5.1
CC(C)CN(C(=O)CSc1nc(-c2ccccc2)cn1N)c1c(N)n(Cc2ccccc2)c(=O)[nH]c1=O	0.9	-1.6	1.5	1.0	3.0	0.0	0.3	100.5	x	0.5	-10.4
COc1cccc(C(=O)NNC(=O)CCc2ccccc2)c1	-0.4	-8.7	-1.7	-5.9	5.5	-2.6	13.3	103.5	6.1	3.4	-0.9
Cc1ccc(CNC(C)c2ccccc2)cc1 (centres undefined)	5.2	9.1	-1.4	-4.6	4.1	-3.5	15.8	99.0	-1.4	3.0	-7.2
O=C(NNc1cccc(Cl)n1)Nc1ccccc1F	0.2	2.0	-3.0	x	1.7	-2.3	11.1	113.2	-7.7	3.4	3.8
CCc1sc(C(=O)Nc2ncccc2O)cc1C	x	3.2	x	x	1.6	-2.2	12.8	x	11.0	-0.9	7.7
COc1ccc(N2CCN(S(=O)(=O)c3ccc4c(c3)NC(=O)C(C)S4)CC2)cc1 (centres undefined)	1.3	-23.1	1.2	-41.0	1.9	3.8	-20.1	x	-15.6	1.4	2.8
Cc1cc(Cl)c(S(=O)(=O)Nc2ccc3c(c2)OCO3)cc1OCC(N)=O	-0.8	-13.9	-4.5	3.6	2.9	-0.2	1.1	x	-15.3	0.8	1.3
Cc1ccc(NC(=O)COC(=O)C2C3CC4OC(=O)C2C4C3)cc1Cl (centres undefined)	2.5	0.4	-1.5	10.9	-0.6	-1.4	8.0	94.3	0.2	-0.2	-9.7
CN(CC(=O)Nc1ccc(F)cc1)C(=O)c1ccc(-c2ccc(Cl)cc2)o1	0.3	3.0	0.7	-2.4	0.4	3.8	-20.4	108.1	-3.6	4.3	-6.2
O=C(c1cc(COc2cccc(C(F)(F)F)c2)on1)N1C[C@H]2CC[C@H]1C2	2.5	-2.5	2.2	-26.2	2.4	6.1	-33.1	107.5	9.8	-0.4	6.7
CCS(=O)(=O)N1Cc2ccccc2CC1C(=O)Nc1nc2ccc(C)cc2s1 (centres undefined)	-3.2	-24.1	-2.4	-5.5	0.7	3.2	-16.9	98.0	3.5	3.5	-5.6
NC(=O)CSc1nnc(-c2cccnc2)n1CCc1ccccc1	2.3	-11.4	-0.2	x	4.3	-2.5	14.3	104.5	-3.8	-1.0	-5.4

Another view of some results above.
Screens in order – AddAB inh	HTR5A inv ag	Ecoli viability	PfHsp90 set2	phage Ecoli inh	MOR-DOR ag	OPRM1-OPRD1 inv	DSG3 Ab inh	SUMO Mot1 rescue	HTR5A ag ctr	PKA-R1A activ
O=C(Nc1ccc(N2CCCCC2)cc1)C(Cl)c1ccccc1 (centres undefined)
 : 4.3	13.5	-0.9	12.2	4.5	-1.8	8.8	102.7	-16.2	11.9	4.1
COc1ccc(N2CCN(S(=O)(=O)c3ccc4c(c3)NC(=O)C(C)S4)CC2)cc1 (centres undefined)
 : 1.3	-23.1	1.2	-41.0	1.9	3.8	-20.1	x	-15.6	1.4	2.8

(more compounds)
SMILES	AddAB inh	HTR5A inv ag	Ecoli viability	PfHsp90 set2	phage Ecoli inh	MOR-DOR ag	OPRM1-OPRD1 inv	DSG3 Ab inh	SUMO Mot1 rescue	HTR5A ag ctr	PKA-R1A activ
Cc1csc(NC(=O)C2C3C=CC(O3)C2C(=O)O)n1 (centres undefined)	2.5	8.0	1.6	x	2.9	-0.6	3.3	102.5	-6.6	3.3	-0.8
Cc1cc(C)c2[nH]c(=O)c(CN(CC3CCCO3)C(=O)c3cnccn3)cc2c1 (centres undefined)	2.4	11.1	0.8	-5.3	2.2	-4.8	23.4	98.7	2.2	-4.6	-8.7
Cn1c(=O)c2c([nH]c(=O)n2C)n(Cc2ccccc2)c1=O	0.3	x	-3.4	x	3.2	x	x	100.8	9.2	x	x
S=c1[nH]cc(-c2ccc(Cl)cc2)n1Cc1ccccc1	2.0	30.8*	-0.9	-2.4	1.9	14.8	-78.5	89.0	-14.2	-11.3	-5.4
COc1cc(OC)cc(Oc2ccc(S(=O)(=O)N3CCCCC3)cc2[N+](=O)[O-])c1	0.0	-18.3	-3.9	6.4	1.1	-1.2	6.4	105.1	3.9	7.4	-2.8
CCN(C(=S)NCCOC)c1cccc2ccccc12	0.7	8.1	1.3	13.7	2.1	-0.2	0.9	114.3	417.9*	-3.2	-5.2
CCn1cc(C(=O)N(CCCN2CCOCC2)Cc2ccco2)c(=O)c2ccc(C)nc21	3.6	10.4	2.4	14.7	2.0	-1.8	7.6	x	-10.9	-4.1	-4.0
Cc1ccc(S(=O)(=O)NCC(=O)N(CC(=O)NC2CCCC2)c2ccc3c(c2)OCCO3)cc1	x	-4.6	x	-19.1	0.7	-3.0	15.1	92.2	x	1.8	-5.2
O=C1CC(N2CCN(c3ccccn3)CC2)C(=O)N1CC(c1ccccc1)c1ccccc1 (centres undefined)	3.3	6.5	-2.4	-7.4	-0.8	-1.5	7.7	102.8	76.6	0.4	-1.2
Cc1ccc(S(=O)(=O)CCC(=O)OCC(=O)N(C)Cc2ccccc2)cc1	x	-15.0	x	13.8	4.9	0.1	-0.6	106.8	x	-0.5	-18.4
COc1cccc(N2C(=NC(=O)CCC3CCCC3)SC3CS(=O)(=O)CC32)c1 (centres undefined)	2.9	-4.5	-0.2	13.6	2.4	4.0	-20.2	103.1	58.4	-1.5	5.9
CCOc1ccc(S(=O)(=O)N2CCCC(C(=O)NC3CCCC3)C2)cc1 (centres undefined)	1.9	9.8	1.2	-20.2	0.7	-3.6	18.8	107.4	1.1	-3.3	-10.4
Cn1c(SCC(N)=O)nnc1C1CCN(C(=O)NC2CCCCC2)CC1	0.9	-30.7	0.9	20.3	1.9	-2.2	12.6	102.5	x	4.3	-2.1
CCC(C)(C(=O)NC1CCCC1)N(Cc1cccs1)C(=O)Cc1cccs1 (centres undefined)	3.2	-3.1	1.2	5.9	2.2	-4.2	21.9	101.2	-0.4	1.4	-7.0
